Screening results from PubChem.
pAkt inh: HTS Assay for Inhibitors of Akt Phophorylation: Primary Screen | Neuro2A IGF-stimulated pAkt S473 HTRF, 20 min; active compounds read low | activity change, % for hits at 50 µM | actives 0.32% (n = 360,000); in the data active = activity change below about -80%; inconclusive = mostly about -51% to -80%; note: % is set by controls: 0 for no effect and ±100 for the full control effect
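Neuro2A cells in DMEM with 0.5% FBS, overnight at 37 deg C, given compound at single 50 µM final, then IGF (6 nM final) for 20 min at 37 deg C. Lysed; phospho-Akt Ser473 by HTRF after 24 h, 665/615 ratio.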
HepG2 tox: qHTS for Inhibitors of TGF-b: Cytotox Counterscreen; HepG2 CAGA-GFP viability, ATP luminescence, 18 h; actives 0.76% (n = 410,000); AID 588856, 2011; Potency, µM (titrated, usually from 46.1 µM), inactives show at the top dose activity change, negative = cytotoxicity, usual class: cytotoxic; note: potency is the fitted concentration of half-maximal effect; some results filed as inactive show a strong effect at the top dose
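CellTiter-Glo luminescence gave cytotoxicity after 18 hours at 37 degrees C. The cells were HepG2 CAGA-GFP in 1% FBS DMEM, stimulated with 500 pg/mL TGF-beta after compound addition. %Activity was normalised to no-cell wells (complete cell-killing) and DMSO (no toxicity), and curves were fitted and classified.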
A549 viability: Nrf2 qHTS screen for inhibitors: counterscreen for cytotoxicity; A549 ARE-Fluc cells, CellTiter-Fluor viability, 18-24 h; Potency, µM (titrated, usually from 46 µM), inactives show at the top dose activity change, negative = cytotoxicity, usual class: inhibitors; actives 0.16% (n = 390,000); note: potency is the fitted concentration of half-maximal effect; % is set by controls: 0 for no effect and ±100 for the full control effect
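A549 ARE_Fluc cells in 5% FBS OPTI-MEM were exposed to compounds in concentration-response for 18-24 h at 37 deg C. Viability was read by CellTiter-Fluor fluorescence (Ex 405/Em 525) after 30 min, before the luciferase read.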
TGFb SMAD3 inh: qHTS for Inhibitors of TGF-b | HepG2 CAGA-GFP TGF-b/SMAD3 reporter, GFP fluorescence, 18 h; TGF-beta stimulated, 500 pg/mL final | Potency, µM (doses to about 46.1 µM), without a hit: at the highest dose activity, negative = inhibition, actives largely listed as inhibitors | actives 1.2% (n = 410,000) | AID 588855, 2011; note: potency is the fitted concentration of half-maximal effect; % is set by controls: 0 for no effect and ±100 for the full control effect; nearly all actives have a fitted effect of over 65% in size
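First, reporter cells (HEPG2 CAGA-GFP) rested 2 h at 37 degrees C. Next, compounds were pinned in and TGF-beta added to 500 pg/mL final. After 18 h, GFP was imaged per cell and summed per well.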
MmCpn inh: Inhibitors of TCP-1 ring complex (TRiC) of Methanococcus maripaludis (MmCpn): qHTS; purified Mm-Cpn ATPase, ADP Transcreener TR-FRET; Potency, µM (titrated, usually from 76.9 µM), inactives show at the top dose activity, negative = inhibition, most hits filed as inhibitors; actives 0.031% (n = 330,000); note: potency is the fitted concentration of half-maximal effect; % is set by controls: 0 for no effect and ±100 for the full control effect; nearly all actives have a fitted effect of over 80% in size
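TR-FRET (320 nm excitation; 590 and 665 nm emission) reports ADP made from 10 uM ATP by 25 nM enzyme; compounds were preincubated 10 min, reaction run 30 min, both at 37°C.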
CCT chaperon mod: High-Throughput Screening for Modulators of Cytosolic Chaperonin Activity; purified chaperonin ATPase assay, HTRF ADP detection, 30 min; activity change, % (test concentration not listed), hits read low; actives 0.3% (n = 360,000); AID 651819, 2012; in the data active = activity change below about -30%; note: % is set by controls: 0 for no effect and ±100 for the full control effect
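Enzyme 40 or 20 nM (batch-dependent) in Tris pH 7.4/KCl/MgCl2/DTT; cpd 76 uM single point; ATP 10 uM; 30 min 37 °C; Transcreener ADP HTRF detection, 30 min RT; ratio 665/615.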
Nrf2 activator: qHTS of Nrf2 Activators | AREc32 ARE-luciferase reporter (MCF7-derived line), luminescence, 24 h | Potency, µM (highest dose often 46.1 µM), without a hit: at the top dose activation, hits mostly activators | actives 0.31% (n = 410,000) | AID 624171, 2012; note: potency is the fitted concentration of half-maximal effect; % of control where 0% means no effect; nearly all actives have a fitted effect of over 65% in size
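Luciferase luminescence (Steady-Glo, 30 min at room temperature) served as the read-out of ARE activation in AREc32 cells treated with compounds for 24 hr at 37 deg C.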
Nrf2 block: Nrf2 qHTS screen for inhibitors | A549 ARE-Fluc reporter, luciferase luminescence, 18-24 h | Potency, µM (highest dose often 46 µM), for inactives: top-dose activity change, negative = inhibition, actives largely listed as inhibitors | actives 2.1% (n = 360,000) | AID 504444, 2011; note: potency is the fitted concentration of half-maximal effect; % is set by controls: 0 for no effect and ±100 for the full control effect; nearly all actives have a fitted effect of over 60% in size
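Two sequential reads on A549 ARE_Fluc cells exposed to compound for 18-24 h: a CellTiter-Fluor fluorescence read for viability, then a luciferase luminescence read for Nrf2/ARE activity.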
ATXN viability: Viability Counterscreen for Primary qHTS for Inhibitors of ATXN expression | S2 cells (HEK-293 line with an ATXN2-luciferase reporter) viability, CellTiter-Fluor protease fluorescence, 24 h | Potency, µM (titrated, usually from 56.7 µM), usual class: cytotoxic | actives 0.49% (n = 400,000); note: potency is the fitted concentration of half-maximal effect; nearly all actives have a fitted effect of over 40% in size
The depositor's hits bear a star; [ ] = remark or other dose. Unless noted, calls come from the whole dose curve; as a rule, active = well fitted curve in the direction sought with a large enough effect; inconclusive = small, poorly fitted or top-dose-only effect, or another doubt; inactive = no such curve, though single readings can be large; an effect the other way counts as inactive or inconclusive.

`Cc1ccc2oc(=O)c3cnn(CC(=O)NC4CCC(C)CC4)c3c2c1` (stereo not drawn) gave pAkt inh inactive, HepG2 tox 2%, A549 viability 9%, TGFb SMAD3 inh -2%, MmCpn inh 1%, CCT chaperon mod -0.2, Nrf2 activator -0.3%, Nrf2 block 3% and ATXN viability inactive.
`CC(C)(C)c1ccc(C(CC(=O)O)NC(=O)c2ccccc2F)cc1` (stereo not drawn) gave pAkt inh inactive, HepG2 tox -16%, A549 viability -2%, TGFb SMAD3 inh 2%, MmCpn inh 1%, CCT chaperon mod -0.4, Nrf2 activator 0.5%, Nrf2 block inconclusive and ATXN viability inconclusive.
COc1cccc(/C=C2\SC(N)=NC2=O)c1OS(=O)(=O)c1ccccc1 was read as pAkt inh inactive, HepG2 tox -14%, A549 viability 0%, TGFb SMAD3 inh -14%, MmCpn inh 1%, CCT chaperon mod -1.1, Nrf2 activator 0.0%, Nrf2 block -6% and ATXN viability inactive.
For CC/C(O)=C1\C(=O)CC(c2ccccc2)CC1=NCCc1c(C)[nH]c2ccc(C)cc12 (stereo not drawn) the results were pAkt inh inactive, HepG2 tox -7%, A549 viability -4%, TGFb SMAD3 inh 2%, MmCpn inh 3%, CCT chaperon mod -2.0, Nrf2 activator -0.5%, Nrf2 block -25% and ATXN viability inactive.
`O=C(c1cccnc1Nc1ccc2c(c1)CCC2)N1CCOCC1` gave pAkt inh inactive, HepG2 tox 6%, A549 viability 1%, TGFb SMAD3 inh 40%[activator], MmCpn inh 1%, CCT chaperon mod 0.9, Nrf2 activator -0.3%, Nrf2 block 14% and ATXN viability inactive.
`COc1ccccc1/C=C/C=N/NC(=O)c1cc(-c2ccc(C)o2)[nH]n1` gave pAkt inh inactive, HepG2 tox -7%, A549 viability -8%, TGFb SMAD3 inh inconclusive, MmCpn inh -3%, CCT chaperon mod -1.8, Nrf2 activator 2.7%, Nrf2 block inconclusive and ATXN viability inactive.
CC(CC(=O)Nc1ccc2c(c1)c(=O)n(C)n2-c1ccccc1)c1ccccc1 (stereo not drawn) was read as pAkt inh inactive, HepG2 tox 2%, TGFb SMAD3 inh -1%, CCT chaperon mod -0.6, Nrf2 activator -0.9% and ATXN viability inconclusive.
`C=C(C)CCC(C)N1CCC(n2nccc2NC(=O)CCOc2ccccc2)CC1` (stereo not drawn) gave pAkt inh inactive, HepG2 tox 20%, A549 viability 7%, TGFb SMAD3 inh -4%, MmCpn inh -6%, CCT chaperon mod -1.0, Nrf2 activator 0.2%, Nrf2 block -12% and ATXN viability inactive.
CCOC(=O)/C(C#N)=C/c1c(Oc2cc(C)cc(C)c2)nc2ccccn2c1=O was read as pAkt inh inactive, HepG2 tox 7%, A549 viability -7%, TGFb SMAD3 inh 2%, MmCpn inh -1%, CCT chaperon mod -1.1, Nrf2 activator -0.1%, Nrf2 block 0% and ATXN viability inconclusive.
Screening CCOc1ccc(C2N(c3cc(Cl)ccc3OC)C(=O)C3CCCN32)cc1OC (stereo not drawn) returned pAkt inh inactive, HepG2 tox -46%, A549 viability -8%, TGFb SMAD3 inh -19%, MmCpn inh 0%, CCT chaperon mod -0.6, Nrf2 activator 0.1%, Nrf2 block -5% and ATXN viability inactive.
CCc1ccccc1NC1=NCC(=O)N1Cc1ccc(OC)cc1 was read as pAkt inh inactive, HepG2 tox -1%, A549 viability -1%, TGFb SMAD3 inh 1%, MmCpn inh 1%, CCT chaperon mod -4.0, Nrf2 activator 0.1%, Nrf2 block 3% and ATXN viability inactive.
CC1(C)CSC(=S)N1S(=O)(=O)c1ccccc1 was read as pAkt inh inactive, HepG2 tox 0%, A549 viability 15%, TGFb SMAD3 inh -2%, MmCpn inh 1%, CCT chaperon mod -0.7, Nrf2 activator -0.5%, Nrf2 block 9% and ATXN viability inactive.
`COc1cc(/C=C/c2nc3ccccc3c(=O)[nH]2)ccc1OC(F)F` gave pAkt inh inactive, HepG2 tox 1%, A549 viability -2%, TGFb SMAD3 inh 3%, MmCpn inh 2%, CCT chaperon mod 2.6, Nrf2 activator -0.3%, Nrf2 block 1% and ATXN viability inactive.
For C=C1C[C@H]2[C@@H]3C=C(C)C4=CC(=O)CC[C@]4(C)[C@H]3CC[C@]2(C)[C@@]1(OC(C)=O)C(C)=O the results were pAkt inh inactive, HepG2 tox 12%, A549 viability -5%, TGFb SMAD3 inh 3%, MmCpn inh -2%, CCT chaperon mod 2.5, Nrf2 activator 0.5%, Nrf2 block inconclusive and ATXN viability inactive.
For CC(C)CNC(=O)C(=O)Nc1cc2c3c(c1)CCC(=O)N3CCC2 the results were pAkt inh inactive, HepG2 tox -13%, A549 viability 3%, TGFb SMAD3 inh 5%, MmCpn inh -4%, CCT chaperon mod 0.1, Nrf2 activator 0.5%, Nrf2 block inconclusive and ATXN viability inactive.
Screening CCSc1nnc(NC(=O)COc2ccccc2)s1 returned pAkt inh inactive, HepG2 tox -10%, A549 viability 0%, TGFb SMAD3 inh 5%, MmCpn inh -1%, CCT chaperon mod 2.4, Nrf2 activator -0.4%, Nrf2 block -1% and ATXN viability inactive.
`CN(C1CCCCC1)S(=O)(=O)c1ccc(C(=O)O)cc1` gave pAkt inh inactive, HepG2 tox 0%, A549 viability 0%, TGFb SMAD3 inh 1%, MmCpn inh 1%, CCT chaperon mod -2.6, Nrf2 activator 3.1%, Nrf2 block 4% and ATXN viability inactive.
For CCN(CC)CCNC(=O)CCc1n[nH]c(=O)c2ccccc12 the results were pAkt inh inactive, HepG2 tox -21%, A549 viability 2%, TGFb SMAD3 inh 1%, MmCpn inh 1%, CCT chaperon mod 1.2, Nrf2 activator -1.0%, Nrf2 block 9% and ATXN viability inactive.
`Cc1ccnc(N2CCC(C(=O)NNC(=O)c3ccncc3)CC2)n1` gave pAkt inh inactive, HepG2 tox -10%, A549 viability 1%, TGFb SMAD3 inh -17%, MmCpn inh 1%, CCT chaperon mod -0.4, Nrf2 activator -0.3%, Nrf2 block 6% and ATXN viability inactive.
O=C(NC(=S)Nc1ccc(C(=O)N2CCOCC2)cc1)c1ccc([N+](=O)[O-])cc1 was read as pAkt inh inactive, HepG2 tox -9%, A549 viability 6%, TGFb SMAD3 inh 3%, MmCpn inh inconclusive, CCT chaperon mod -0.8, Nrf2 activator -0.1%, Nrf2 block 6% and ATXN viability inactive.
`Cc1ccc(N2CC(C(=O)Nc3ccc(N4CCOCC4)cc3)CC2=O)cc1C` (stereo not drawn) gave pAkt inh inactive, HepG2 tox 8%, A549 viability 1%, TGFb SMAD3 inh 1%, MmCpn inh -2%, CCT chaperon mod -0.8, Nrf2 activator 0.5%, Nrf2 block -10% and ATXN viability inactive.
Screening CCNS(=O)(=O)c1ccc2nc(NC(=O)c3cccnc3)sc2c1 returned pAkt inh inactive, HepG2 tox 0%, A549 viability -1%, TGFb SMAD3 inh -39%, MmCpn inh -1%, CCT chaperon mod 0.9, Nrf2 activator 2.3%, Nrf2 block 15% and ATXN viability inactive.
Screening COc1ccc(/C=C2/CC/C(=C\c3ccc(OC)c(OC)c3OC)C2=O)c(OC)c1OC returned pAkt inh inactive, HepG2 tox 17%, A549 viability -5%, TGFb SMAD3 inh 7%, MmCpn inh 0%, CCT chaperon mod 0.8, Nrf2 activator -0.4%, Nrf2 block -13% and ATXN viability inactive.
`CC1(OC(=O)C2CCCC2)C(=O)C=C2C=C(c3ccsc3)OC=C2C1=O` (stereo not drawn) gave pAkt inh inactive, HepG2 tox -2%, A549 viability -10%, TGFb SMAD3 inh -7%, MmCpn inh -1%, CCT chaperon mod 0.8, Nrf2 activator 5.4%, Nrf2 block 1% and ATXN viability inconclusive.
For COc1ccccc1CNC(=O)C1CC(c2c(Cl)cccc2Cl)=NO1 (stereo not drawn) the results were pAkt inh inactive, HepG2 tox -8%, A549 viability -12%, TGFb SMAD3 inh 8%, MmCpn inh 0%, CCT chaperon mod -0.4, Nrf2 activator 0.2%, Nrf2 block -28% and ATXN viability inactive.

A draw from above in order of molar mass, low to high:
For CCN(CC)CCNC(=O)CCc1n[nH]c(=O)c2ccccc12 the results were pAkt inh inactive, HepG2 tox -21%, A549 viability 2%, TGFb SMAD3 inh 1%, MmCpn inh 1%, CCT chaperon mod 1.2, Nrf2 activator -1.0%, Nrf2 block 9% and ATXN viability inactive.
`Cc1ccnc(N2CCC(C(=O)NNC(=O)c3ccncc3)CC2)n1` gave pAkt inh inactive, HepG2 tox -10%, A549 viability 1%, TGFb SMAD3 inh -17%, MmCpn inh 1%, CCT chaperon mod -0.4, Nrf2 activator -0.3%, Nrf2 block 6% and ATXN viability inactive.
`CC1(OC(=O)C2CCCC2)C(=O)C=C2C=C(c3ccsc3)OC=C2C1=O` (stereo not drawn) gave pAkt inh inactive, HepG2 tox -2%, A549 viability -10%, TGFb SMAD3 inh -7%, MmCpn inh -1%, CCT chaperon mod 0.8, Nrf2 activator 5.4%, Nrf2 block 1% and ATXN viability inconclusive.
